CHO-K1 Ca PAM: M1 PAM counterscreen hit in parental CHO-K1 cells. ATP EC20, Fluo-8 calcium fluorescence; 0% at ATP EC20, 100% at ATP max. activation, % at 3 µM. 360,000 compounds, 0.02% hits. AID 602247;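 active means activation above the run cutoff, the mean activation of all test compounds plus 3 SD, cut at about 40% in these data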;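 further: peak over basal fluorescence ratio in a 140 s read after ATP addition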
M1 ag parental: counter-screen for M1 agonists: effect in parental CHO-K1 cells; 360,000 compounds, 0.48% hits; Fluo-8 calcium fluorescence; scaled to maximal ATP response, vehicle zero; activation, % at 3 µM; in the data active means activation above about 15%;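 further: untransfected CHO-K1 host cells lacking M1 receptor as counterscreen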
M1 antag: human CHRM1 antagonism; P11229; CHO-K1 hM1, Fluo-8 calcium fluorescence, ACh EC80 antagonist; inhibition, % at 3 µM; AID 588852; 360,000 compounds, 1.3% hits;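 active means percent inhibition above its own plate's cutoff, namely the mean of that plate's compound wells plus 3 SD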;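 further: peak over basal fluorescence ratio during 140 s after agonist addition; 0% = ACh EC80 plus DMSO and 100% = DMSO alone without agonist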
Target sequence (P11229 whole entry, looked up): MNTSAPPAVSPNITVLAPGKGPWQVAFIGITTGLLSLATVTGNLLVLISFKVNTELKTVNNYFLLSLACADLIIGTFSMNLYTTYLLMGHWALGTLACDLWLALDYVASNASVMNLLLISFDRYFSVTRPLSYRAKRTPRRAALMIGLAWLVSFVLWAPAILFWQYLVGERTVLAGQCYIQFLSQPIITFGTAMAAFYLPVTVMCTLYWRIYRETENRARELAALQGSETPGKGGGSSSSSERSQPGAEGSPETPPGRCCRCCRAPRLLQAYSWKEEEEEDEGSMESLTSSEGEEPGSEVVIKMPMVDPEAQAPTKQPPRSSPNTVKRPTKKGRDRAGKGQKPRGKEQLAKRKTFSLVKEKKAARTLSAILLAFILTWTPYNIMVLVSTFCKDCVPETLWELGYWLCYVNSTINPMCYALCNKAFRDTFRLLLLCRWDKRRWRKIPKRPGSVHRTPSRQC
TAAR1 antag: human TAAR1 antagonism. CHO RD-HGA16 TAAR1, Fluo-8 calcium fluorescence, antagonist. inhibition, % at 3 µM. 360,000 compounds, 1.5% hits. AID 624466;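 active means inhibition above a per-plate cutoff, the mean inhibition of test compounds on that plate plus 3 SD, cut at about 49% in these data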;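 further: 0% = DMSO plus EC80 beta-PEA response and 100% = DMSO alone without agonist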
Target sequence (Q96RJ0 whole entry, looked up): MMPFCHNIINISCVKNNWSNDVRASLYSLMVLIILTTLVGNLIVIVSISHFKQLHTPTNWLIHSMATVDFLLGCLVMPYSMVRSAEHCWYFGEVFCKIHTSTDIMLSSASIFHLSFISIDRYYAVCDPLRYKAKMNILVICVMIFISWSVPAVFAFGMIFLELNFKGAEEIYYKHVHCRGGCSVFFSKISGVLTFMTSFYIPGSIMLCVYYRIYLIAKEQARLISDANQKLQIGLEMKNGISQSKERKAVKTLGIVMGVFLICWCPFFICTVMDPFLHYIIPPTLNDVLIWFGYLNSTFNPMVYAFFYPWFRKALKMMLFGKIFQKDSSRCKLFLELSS
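Assay system: CHO-derived RD-HGA16 cells stably expressing human TAAR1 plus Gα16. Timing: 140 s kinetic read after compound, 140 s after agonist. Technique: kinetic Fluo-8 calcium fluorescence measurement. Measure: % inhibition of agonist calcium response.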
CHO parental Ca: signal in parental CHO cells, OX1R antagonist counter-screen; parental CHO-K1, ATP-induced calcium, Fluo-8 fluorescence; AID 463079; inhibition, % at 5.6 µM; 330,000 compounds, 0.63% hits;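 active means inhibition above that plate's mean sample inhibition plus 3 SD, cut at about 26% in these data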;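 further: 0% = ATP-challenged DMSO wells and 100% = DMSO wells without ATP; some compounds past the cut are filed as inactive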
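Test system: untransfected parental CHO cell line. Compound: one dose, 5.6 µM nominal. Detection: intracellular calcium via Fluo-8 no-wash fluorescent dye. Measure: % inhibition. Benchmarks: ATP-challenged DMSO wells low, unchallenged DMSO wells high.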
TAAR1 agonist: human TAAR1 agonism | Q96RJ0 | activation, % at 3 µM | 360,000 compounds, 0.99% hits | CHO RD-HGA16 TAAR1, Fluo-8 calcium fluorescence; vehicle wells 0%, saturating PEA agonist 100%;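 active means activation above the mean activation of all test compounds in the run plus 3 SD, cut at about 38% in these data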
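Assay system – CHO-derived RD-HGA16 cells with stable Gα16 and human TAAR1 · Compound dosing – one-point dosing at 3 µM (nominal) · Incubation – 17-24 h seeding, 75 min 37 °C dye, 30 min RT · Measured by – kinetic Fluo-8 calcium fluorescence · Control set – DMSO vehicle as 0%, PEA at EC100 as 100% · Repeats – single well for each compound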
CHRM1 agonist: agonists of human M1 muscarinic receptor; CHO-K1 hM1, Fluo-8 calcium fluorescence, agonist mode; 0% DMSO, 100% acetylcholine EC100; P11229; AID 588814; activation, % at 3 µM; 360,000 compounds, 0.33% hits;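 active means activation above the run's mean compound activation plus 3 SD, cut at about 16% in these data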;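 further: peak over basal fluorescence ratio within a 140 s kinetic read after compound addition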
OXTR potentiator: human OXTR potentiation | P30559 | CHO-OTR cells, Fluo-8 calcium fluorescence, potentiator mode; 0% = oxytocin EC15, 100% = EC100 | activation, % at 3 µM | 320,000 compounds, 0.061% hits;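 active means activation above that plate's cutoff, the mean activation of tested compounds plus 3 SD, cut at about 6.6% in these data, passing the limit was not always enough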;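 further: 100% uses oxytocin at 75 nM as the full agonist control; some results filed as inactive read as strong as hits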
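System: human OTR in CHO cells; Also added: sub-maximal oxytocin, roughly EC15; Timing: compound 6 min at room temperature before oxytocin, 100 s read; Technique: Fluo-8 intracellular calcium fluorescence, ex 470-495, em 515-575 nm; Controls: oxytocin EC15 low and EC100 high; Replication: singlicate.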
CHO-K1 Ca antag: counter-screen for M1 antagonists: effect in parental CHO-K1 cells | ATP-induced calcium, Fluo-8 fluorescence | inhibition, % at 3 µM | 360,000 compounds, 0.6% hits;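 active means inhibition above a per-plate cutoff, the plate's mean sample inhibition plus 3 SD, cut at about 24% in these data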;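 further: 0% = DMSO plus EC80 ATP and 100% = DMSO alone without ATP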
* marks the source's active call; other numbers are inactive results.

CC1CN(S(=O)(=O)c2cccc(C(=O)NN3CCN(C)CC3)c2)CC(C)O1 (stereo not given) was read as CHO-K1 Ca PAM 25.3, M1 ag parental 1.3, M1 antag -9.7, TAAR1 antag 6.0, CHO parental Ca 4.6, TAAR1 agonist 2.9, CHRM1 agonist -0.2, OXTR potentiator 2.0 and CHO-K1 Ca antag -17.7.
For Cc1cccc(NC(=O)CSc2nnc([C@H](C)NC(=O)OC(C)(C)C)o2)c1C the results were CHO-K1 Ca PAM -9.9, M1 ag parental 2.5, M1 antag -0.7, TAAR1 antag -2.1, CHO parental Ca -6.4, TAAR1 agonist 0.8, CHRM1 agonist -1.6, OXTR potentiator -4.3 and CHO-K1 Ca antag -15.1.
Screening CCOC(=O)Cn1c(=N)n(Cc2ccccc2F)c2ccccc21 returned CHO-K1 Ca PAM 4.8, M1 ag parental 0.5, M1 antag -10.5, TAAR1 antag -20.3, CHO parental Ca 10.3, TAAR1 agonist 8.5, CHRM1 agonist -4.6, OXTR potentiator -11.1 and CHO-K1 Ca antag 1.5.
CN(CCCC1CCCC1)C(=O)c1cc(COc2c(F)cccc2F)on1 was read as CHO-K1 Ca PAM 4.8, M1 ag parental 1.2, M1 antag -18.6, TAAR1 antag -13.6, CHO parental Ca -28.2, TAAR1 agonist -2.3, CHRM1 agonist -2.7, OXTR potentiator -7.1 and CHO-K1 Ca antag -6.0.
`CC(=O)c1cc2c(cc1NC(=O)CSc1nnc(C3CC3)n1C)OCO2` gave CHO-K1 Ca PAM 7.2, M1 ag parental 0.1, M1 antag 0.9, TAAR1 antag -3.2, TAAR1 agonist 2.8, CHRM1 agonist -5.4 and CHO-K1 Ca antag 0.9.
For CCc1cc2c(SCC(=O)c3cccs3)ncnc2s1 the results were CHO-K1 Ca PAM 5.2, M1 ag parental 0.1, M1 antag 5.9, TAAR1 antag 2.5, CHO parental Ca -17.2, TAAR1 agonist 13.6, CHRM1 agonist -4.3, OXTR potentiator -7.7 and CHO-K1 Ca antag -7.3.
`CCCC(=O)N1CCCC1(C)C(=O)Nc1ccc(OC(F)F)cc1` (stereo not given) gave CHO-K1 Ca PAM 23.4, M1 ag parental 0.9, M1 antag -19.7, TAAR1 antag -13.7, TAAR1 agonist -0.1, CHRM1 agonist 0.3 and CHO-K1 Ca antag -5.0.
`Cn1c(-c2ccccc2)c(C(=O)CCl)c2ccccc21` gave CHO-K1 Ca PAM -10.1, M1 ag parental -1.8, M1 antag -0.1, TAAR1 antag -8.8, TAAR1 agonist -1.9, CHRM1 agonist -14.9 and CHO-K1 Ca antag -9.7.
Screening COC(=O)c1cc(-c2cccc(OC)c2)n[nH]1 returned CHO-K1 Ca PAM 21.4, M1 ag parental 0.3, M1 antag -6.0, TAAR1 antag 5.2, CHO parental Ca -10.3, TAAR1 agonist 9.5, CHRM1 agonist -0.6, OXTR potentiator -8.3 and CHO-K1 Ca antag -11.4.
COc1ccc(S(=O)(=O)N2CCC(C(=O)NCCN3CCOCC3)CC2)cc1OC was read as CHO-K1 Ca PAM 28.7, M1 ag parental 1.3, M1 antag -11.7, TAAR1 antag 4.4, CHO parental Ca 10.8, TAAR1 agonist 2.1, CHRM1 agonist -5.3, OXTR potentiator -3.9 and CHO-K1 Ca antag -20.8.
Screening Cc1ccc(N2C(=O)C3C4C=CC(C4)C3C2=O)cc1C (stereo not given) returned CHO-K1 Ca PAM 4.2, M1 ag parental 0.3, M1 antag -7.9, TAAR1 antag 4.0, CHO parental Ca -15.7, TAAR1 agonist 3.6, CHRM1 agonist -4.0, OXTR potentiator 0.2 and CHO-K1 Ca antag -5.9.
NC(c1csc(Nc2ccccn2)n1)c1ccccc1Cl (stereo not given) was read as CHO-K1 Ca PAM 9.3, M1 ag parental 0.9, M1 antag -12.0, TAAR1 antag -0.8, TAAR1 agonist 11.4, CHRM1 agonist 0.9 and CHO-K1 Ca antag -11.7.
For COC(=O)c1ccc(N2CCN(C(=O)C3CC3)CC2)c([N+](=O)[O-])c1 the results were CHO-K1 Ca PAM -7.6, M1 ag parental 3.4, M1 antag -8.2, TAAR1 antag 0.5, CHO parental Ca 1.6, TAAR1 agonist 0.4, CHRM1 agonist -4.9, OXTR potentiator -3.7 and CHO-K1 Ca antag -9.8.
For O=C(Nc1nnc(-c2cccs2)s1)c1cccc(F)c1 the results were CHO-K1 Ca PAM 13.9, M1 ag parental 0.4, M1 antag -6.7, TAAR1 antag 5.0, CHO parental Ca -5.1, TAAR1 agonist 2.7, CHRM1 agonist -4.3, OXTR potentiator -3.2 and CHO-K1 Ca antag -14.1.
For O=C1c2cc3c(cc2CCC1c1ccc2c(c1)OCO2)OCO3 (stereo not given) the results were CHO-K1 Ca PAM 0.1, M1 ag parental 1.0, M1 antag -13.6, TAAR1 antag -12.6, TAAR1 agonist -1.2, CHRM1 agonist -2.2 and CHO-K1 Ca antag -16.1.
For NS(=O)(=O)c1ccc(NC(=O)CSc2ccccn2)cc1 the results were CHO-K1 Ca PAM 7.5, M1 ag parental 0.1, M1 antag -5.9, TAAR1 antag 2.3, CHO parental Ca 1.1, TAAR1 agonist 15.8, CHRM1 agonist -3.2, OXTR potentiator 0.4 and CHO-K1 Ca antag -12.0.
For COc1ccc(C)cc1NC(=O)C/C(C)=N/NC(=O)Cc1cccc2ccccc12 the results were CHO-K1 Ca PAM -18.7, M1 ag parental 1.3, M1 antag -9.4, TAAR1 antag -4.2, CHO parental Ca -0.3, TAAR1 agonist -0.8, CHRM1 agonist -2.6, OXTR potentiator -14.2 and CHO-K1 Ca antag 0.6.
Screening CN(C)CCCNC(=O)/C=C/c1ccc(OCc2c(F)cccc2Cl)cc1 returned CHO-K1 Ca PAM 23.8, M1 ag parental 1.6, M1 antag 3.7, TAAR1 antag -18.8, CHO parental Ca -15.7, TAAR1 agonist 20.3, CHRM1 agonist -6.1, OXTR potentiator -5.2 and CHO-K1 Ca antag -5.5.
`CCCn1nc2cc(C(=O)NCc3ccc4c(c3)OCO4)ccc2c1OCC` gave CHO-K1 Ca PAM 9.5, M1 ag parental -0.7, M1 antag -2.9, TAAR1 antag -2.3, CHO parental Ca -17.2, TAAR1 agonist 4.3, CHRM1 agonist -8.1, OXTR potentiator -10.2 and CHO-K1 Ca antag -8.0.
O=c1[nH]c(-c2ccccn2)cc2ccccc12 was read as CHO-K1 Ca PAM 14.7, M1 ag parental 0.2, M1 antag -8.0, TAAR1 antag -14.8, CHO parental Ca -4.5, TAAR1 agonist -0.8, CHRM1 agonist -9.7, OXTR potentiator -3.9 and CHO-K1 Ca antag -3.0.

Two compounds picked at random from the list so far, as already listed:
For O=C(Nc1nnc(-c2cccs2)s1)c1cccc(F)c1 the results were CHO-K1 Ca PAM 13.9, M1 ag parental 0.4, M1 antag -6.7, TAAR1 antag 5.0, CHO parental Ca -5.1, TAAR1 agonist 2.7, CHRM1 agonist -4.3, OXTR potentiator -3.2 and CHO-K1 Ca antag -14.1.
Screening COC(=O)c1cc(-c2cccc(OC)c2)n[nH]1 returned CHO-K1 Ca PAM 21.4, M1 ag parental 0.3, M1 antag -6.0, TAAR1 antag 5.2, CHO parental Ca -10.3, TAAR1 agonist 9.5, CHRM1 agonist -0.6, OXTR potentiator -8.3 and CHO-K1 Ca antag -11.4.

Following part
Screening COc1cccc(/C=N/NC(=O)CCc2c(C)n[nH]c2C)c1O returned CHO-K1 Ca PAM -2.1, M1 ag parental 4.2, M1 antag -9.7, TAAR1 antag 0.7, CHO parental Ca -9.7, TAAR1 agonist 0.2, CHRM1 agonist -1.2, OXTR potentiator -0.8 and CHO-K1 Ca antag -16.0.
Screening COc1ccc(NC(=O)C2CCCN(S(=O)(=O)c3c(C)n[nH]c3C)C2)cc1 (stereo not given) returned CHO-K1 Ca PAM 16.1, M1 ag parental 0.0, M1 antag -20.3, TAAR1 antag 6.4, CHO parental Ca -13.4, TAAR1 agonist 13.9, CHRM1 agonist -1.2, OXTR potentiator -10.9 and CHO-K1 Ca antag -5.3.
`COc1ccc2c(c1)C(c1cccs1)=NNC(c1cccnc1)=N2` gave CHO-K1 Ca PAM 16.4, M1 ag parental -0.5, M1 antag -2.0, TAAR1 antag 20.0, CHO parental Ca -26.4, TAAR1 agonist 1.3, CHRM1 agonist 4.3, OXTR potentiator -1.6 and CHO-K1 Ca antag -0.8.
`O=C(CCc1ccccc1)NNC(=O)COc1ccccc1` gave CHO-K1 Ca PAM 9.2, M1 ag parental 4.8, M1 antag 3.5, TAAR1 antag 19.2, CHO parental Ca -11.1, TAAR1 agonist 7.0, CHRM1 agonist -5.1, OXTR potentiator 1.4 and CHO-K1 Ca antag -12.1.
`O=Cc1nc(-c2ccccc2Cl)n2ccccc12` gave CHO-K1 Ca PAM 24.8, M1 ag parental 0.6, M1 antag -7.4, TAAR1 antag -7.8, CHO parental Ca -12.0, TAAR1 agonist 5.7, CHRM1 agonist -6.9, OXTR potentiator 8.3 and CHO-K1 Ca antag -27.2.
`CCC(C)(C)NC(=O)C(c1ccc(F)cc1)N(Cc1ccco1)C(=O)c1cnccn1` (stereo not given) gave CHO-K1 Ca PAM 10.9, M1 ag parental 0.6, M1 antag -14.8, TAAR1 antag 14.0, CHO parental Ca -13.4, TAAR1 agonist -1.2, CHRM1 agonist -0.1, OXTR potentiator -8.5 and CHO-K1 Ca antag -18.7.
`OCCNC(=S)Nc1ccc2nsnc2c1` gave CHO-K1 Ca PAM -10.6, M1 ag parental 0.5, M1 antag 17.9, TAAR1 antag 10.1, CHO parental Ca -16.1, TAAR1 agonist 1.6, CHRM1 agonist -2.8, OXTR potentiator -0.6 and CHO-K1 Ca antag 5.0.
Screening COc1ccccc1N1C(=O)CSC1=S returned CHO-K1 Ca PAM -24.4, M1 ag parental 0.9, M1 antag -6.8, TAAR1 antag -16.6, CHO parental Ca -2.9, TAAR1 agonist 1.6, CHRM1 agonist 3.9, OXTR potentiator -3.6 and CHO-K1 Ca antag 14.8.
COCC(C)NC(=O)CSc1nc2nn(-c3ccccc3)c(=O)c-2c2n1CCCCC2 (stereo not given) was read as CHO-K1 Ca PAM 13.4, M1 ag parental 0.0, M1 antag -11.5, TAAR1 antag -13.1, CHO parental Ca -8.4, TAAR1 agonist -0.4, CHRM1 agonist -8.6, OXTR potentiator -4.7 and CHO-K1 Ca antag -12.8.
`O=c1[nH]cnc2sc(-c3ccccc3)cc12` gave CHO-K1 Ca PAM 13.0, M1 ag parental 1.3, M1 antag -24.4, TAAR1 antag -6.5, CHO parental Ca -4.2, TAAR1 agonist 1.1, CHRM1 agonist 1.8, OXTR potentiator 1.8 and CHO-K1 Ca antag -22.6.
